# MCF10A rerep = A quantitative high throughput screen for small molecules that induce DNA re-replication in MCF 10a normal breast cells. MCF 10A DNA re-replication, Hoechst nuclear intensity, 48 h. Potency, µM (doses to about 46.1 µM), without a hit: at the top dose activity, positive = re-replication, hits mostly activators. 350,000 compounds, 2.9% hits. AID 624296, 2012; further: % of control where 0% means no effect; nearly all actives have a fitted effect of over 50% in size
# EPAC2 antagonist = qHTS for Antagonist of cAMP-regulated guanine nucleotide exchange factor 2 (EPAC2): primary screen | Potency, µM (titrated, usually from 114 µM), inactives show top-dose activity, negative = inhibition, most hits filed as inhibitors | EPAC2 GEF exchange of Rap1B-BODIPY-GDP, fluorescence | 360,000 compounds, 0.18% hits | Rap guanine nucleotide exchange factor 4 (Homo sapiens), Q8WZA2; further: on the % scale 0 is the no-effect control and ±100 the full control effect; nearly all actives have a fitted effect of over 45% in size; many of its hits are not listed in these tables
# Target sequence (Q8WZA2 whole entry, looked up): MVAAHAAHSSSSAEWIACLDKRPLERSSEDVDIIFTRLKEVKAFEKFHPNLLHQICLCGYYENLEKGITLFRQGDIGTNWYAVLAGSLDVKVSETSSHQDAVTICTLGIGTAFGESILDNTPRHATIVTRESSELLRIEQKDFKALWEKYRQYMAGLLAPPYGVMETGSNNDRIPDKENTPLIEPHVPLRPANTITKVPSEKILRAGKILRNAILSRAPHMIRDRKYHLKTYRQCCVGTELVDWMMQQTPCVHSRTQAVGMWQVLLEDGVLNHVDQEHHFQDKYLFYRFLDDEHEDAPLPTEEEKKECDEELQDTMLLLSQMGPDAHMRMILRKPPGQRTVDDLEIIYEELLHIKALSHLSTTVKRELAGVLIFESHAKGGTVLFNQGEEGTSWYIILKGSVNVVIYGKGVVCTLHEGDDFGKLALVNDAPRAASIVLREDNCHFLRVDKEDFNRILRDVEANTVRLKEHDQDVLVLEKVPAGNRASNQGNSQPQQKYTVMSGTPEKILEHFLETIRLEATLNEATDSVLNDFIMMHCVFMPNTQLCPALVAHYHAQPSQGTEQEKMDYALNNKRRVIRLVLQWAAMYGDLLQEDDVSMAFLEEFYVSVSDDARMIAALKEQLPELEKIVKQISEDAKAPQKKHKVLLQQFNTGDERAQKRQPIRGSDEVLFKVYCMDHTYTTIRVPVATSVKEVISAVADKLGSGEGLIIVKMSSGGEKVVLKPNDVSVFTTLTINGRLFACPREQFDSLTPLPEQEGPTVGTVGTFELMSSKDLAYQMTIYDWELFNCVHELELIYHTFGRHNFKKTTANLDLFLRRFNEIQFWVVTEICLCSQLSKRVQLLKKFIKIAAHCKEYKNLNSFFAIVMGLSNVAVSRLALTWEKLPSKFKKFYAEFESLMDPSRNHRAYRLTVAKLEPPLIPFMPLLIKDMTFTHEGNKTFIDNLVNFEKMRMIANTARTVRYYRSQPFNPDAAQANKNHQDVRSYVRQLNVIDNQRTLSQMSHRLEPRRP
# Nrf2 activator = qHTS of Nrf2 Activators. AREc32 ARE-luciferase reporter (MCF7-derived line), luminescence, 24 h. 410,000 compounds, 0.31% hits. Potency, µM (doses to about 46.1 µM), for inactives: top-dose activation, hits mostly activators. AID 624171, 2012; further: % of control where 0% means no effect; nearly all actives have a fitted effect of over 65% in size
#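 AREc32 cells carrying an ARE-driven firefly luciferase, 1000 cells/well in OPTI-MEM with 5% FBS, dosed after overnight attachment and incubated 24 hr at 37 deg C. Steady-Glo luminescence read after 30 min at RT.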
# ATXN2 expr inh = Primary qHTS for Inhibitors of ATXN expression | AID 1745845, 2022 | Potency, µM (highest dose often 57 µM), for inactives: at the top dose activity change, negative = inhibition, hits mostly inhibitors | 360,000 compounds, 0.72% hits | HEK-293 ATXN2-luciferase reporter, luminescence, 24 h; further: on the % scale 0 is the no-effect control and ±100 the full control effect; nearly all actives have a fitted effect of over 55% in size
#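 qHTS (up to 57 uM final) was run with 24 h compound exposure of reporter cells at 37 °C. Each well was multiplexed: SteadyGlo luminescence measured ATXN2-luciferase expression after a fluorogenic Gly-Phe-AFC viability readout (25 uM final).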
# TGFb SMAD3 inh = qHTS for Inhibitors of TGF-b; HepG2 CAGA-GFP TGF-b/SMAD3 reporter, GFP fluorescence, 18 h; TGF-beta stimulated, 500 pg/mL final; Potency, µM (titrated, usually from 46.1 µM), without a hit: top-dose activity, negative = inhibition, most hits filed as inhibitors; 410,000 compounds, 1.2% hits; further: on the % scale 0 is the no-effect control and ±100 the full control effect; nearly all actives have a fitted effect of over 65% in size
#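 Using HEPG2 CAGA-GFP reporter cells at 1000 cells/well, we pinned test compounds, stimulated with recombinant TGF-beta (500 pg/mL final) and measured total well GFP after 18 h.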
# HepG2 viability = qHTS for Inhibitors of TGF-b: Cytotox Counterscreen; HepG2 CAGA-GFP viability, ATP luminescence, 18 h; Potency, µM (series often up to 46.1 µM), for inactives: at the top dose activity change, negative = cytotoxicity, hits mostly cytotoxic; 410,000 compounds, 0.76% hits; further: some results filed as inactive show a strong effect at the top dose
#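 CellTiter-Glo luminescence gave cytotoxicity after 18 hours at 37 degrees C. The cells were HepG2 CAGA-GFP in 1% FBS DMEM, stimulated with 500 pg/mL TGF-beta after compound addition. %Activity was normalised to no-cell wells (complete cell-killing) and DMSO (no toxicity), and curves were fitted and classified.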
# Nrf2 block = Nrf2 qHTS screen for inhibitors; Potency, µM (series often up to 46 µM), for the others: top-dose activity change, negative = inhibition, hits mostly inhibitors; A549 ARE-Fluc reporter, luciferase luminescence, 18-24 h; AID 504444, 2011; 360,000 compounds, 2.1% hits; further: on the % scale 0 is the no-effect control and ±100 the full control effect; nearly all actives have a fitted effect of over 60% in size
#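 Nrf2 activity is the BugLite luminescence, read 15 min after reagent at room temperature, following CellTiter-Fluor cytotoxicity readout (30 min, 37C). Compound titrations were applied for 18-24 h to 5000 A549 ARE_Fluc cells/well in 5% FBS OPTI-MEM.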
# S2 tox = Viability Counterscreen for Primary qHTS for Inhibitors of ATXN expression; Potency, µM (titrated, usually from 56.7 µM), actives largely listed as cytotoxic; S2 cells (HEK-293 line with an ATXN2-luciferase reporter) viability, CellTiter-Fluor protease fluorescence, 24 h; AID 651635, 2014; 400,000 compounds, 0.49% hits; further: nearly all actives have a fitted effect of over 40% in size
# A549 tox = Nrf2 qHTS screen for inhibitors: counterscreen for cytotoxicity | 390,000 compounds, 0.16% hits | Potency, µM (top dose mostly 46 µM), without a hit: top-dose activity change, negative = cytotoxicity, most hits filed as inhibitors | A549 ARE-Fluc cells, CellTiter-Fluor viability, 18-24 h | AID 504648, 2011; further: on the % scale 0 is the no-effect control and ±100 the full control effect
#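 A549 ARE_Fluc cells in 5% FBS OPTI-MEM were exposed to compounds in concentration-response for 18-24 h at 37 deg C. Viability was read by CellTiter-Fluor fluorescence (Ex 405/Em 525) after 30 min, before the luciferase read.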
# * hit, by the source's call; i = inactive; ? = inconclusive; . = not tested or not shown; & = joins results of further samples; [ ] = remark or other dose. The call rests on the fitted dose curve; in most records, active means well fitted curve in the direction sought with a large enough effect; inconclusive means small, poorly fitted or top-dose-only effect, or another doubt; inactive means no such curve, though single readings can be large; an effect the other way counts as inactive or inconclusive. Potency means the concentration at half of the fitted maximal effect. These rows are one share of the data; count on the stated rates, not on these rows.
SMILES	HepG2 viability	A549 tox	TGFb SMAD3 inh	MCF10A rerep	EPAC2 antagonist	Nrf2 block	ATXN2 expr inh	S2 tox	Nrf2 activator
CCCCNC(=O)C1CCCN(Cc2nc(-c3ccc(Cl)cc3)oc2C)C1 (centres undefined)	-24.8%	7.0%	?	.	.	13.0%	2.7%	i	0.6%
Cc1ccc(N2CCNCC2C)cc1 (centres undefined)	-5.9%	8.3%	?	-1.3%	16.4%	7.6%	6.8%	?	2.4%
Cc1cccc(OP(=O)(Nc2cccnc2)Oc2cccc(C)c2)c1	-15.6%	0.6%	-0.4%	3.2%	-1.7%	-8.5%	-2.8%	i	2.3%
NP(=O)(OCC(F)(F)F)Oc1ccccc1 (centres undefined)	7.1%	0.6%	21.0%	26.8%	-4.3%	-12.7%	0.0%	i	-0.2%
c1ccc(CCNC2CCCCCC2)cc1	7.7%	-18.7%	-2.6%	-3.6%	-2.8%	-1.1%	-23.4%	i	-0.2%
Cc1cc(C=O)c(C)n1C1CC1	1.6%	-10.2%	-18.6%	3.0%	0.8%	7.7%	0.8%	i	0.7%
C[C@@H]1CN([C@@H](C)CO)C(=O)c2c(c3ccccc3n2C)-c2ccccc2CO[C@H]1CN(C)S(=O)(=O)c1ccc(C#N)cc1	-16.8%	.	?	.	-0.4%	.	-3.6%	i	-0.3%
CCN(CC)C(=O)c1ccc(NC(=O)COc2ccccc2F)cc1	24.8%	1.9%	0.0%	-1.3%[9.22 µM]	-8.3%	-24.5%	19.7%	i	3.9%
COc1ccc2[nH]cc(C(=O)CN(C)C)c2c1	-40.5%	7.6%	-28.8%	-7.0%	1.7%	2.7%	-1.6%	i	-0.9%
CC(=Nc1ccc2c(c1)CCC2)c1c(O)n(-c2ccccc2)c(=O)[nH]c1=O	16.4%	-6.5%	26.8%	?	8.1%	?	2.2%	?	-0.3%
COC(=O)C1=C(c2ccc(F)cc2OCc2ccccc2)C[C@@H]2CC[C@H]1N2C(=O)NCc1ccccc1Br	-6.9%	-4.0%	-0.6%	2.4%	-10.8%	?	0.8%	i	2.7%
COc1cc(C2c3cc4c(c(O)c3CC3COC(=O)C32)OCO4)cc(OC)c1OC (centres undefined)	-20.1%&-0.6%	?	-59.2%&-38.9%	?	-4.4%	?	5.4%	?	3.9%
Nc1ccccc1C(=O)OCCOc1ccccc1	5.1%	2.4%	-8.8%	-0.4%	-0.6%	.	74.9%[activator]	i	-0.6%
O=C(CSc1ccccn1)Nc1cccc2ccccc12	-9.4%	-12.3%	15.5%	1.0%	-3.7%	?	1.4%	?	6.9%
COc1ccc(CN2Cc3cnnn3-c3ccccc3C2C)cc1 (centres undefined)	-17.9%	1.0%	1.5%	?	-14.9%	-2.0%	-13.8%	?	0.1%
COc1ccc2c(c1)C(c1ccc(N(CCCl)CCCl)cc1)=NCC2	-28.0%	?	?	13µM*	-3.3%	-22.8%	?	?	12.6%
N#Cc1cc2c(nc1SCC(=O)Nc1ccc(OC(F)(F)F)cc1)C1CCN2CC1	-23.2%	5.5%	-3.5%	.	.	.	?	i	-0.7%
O=C1CN=C(c2ccc(Cl)cc2)c2oc3ccccc3c2N1	-8.0%	-5.9%	8.2%	?	4.9%	?	-18.4%	i	2.1%
C[C@@H]1CNC(=O)c2c(C(=O)Nc3ccc(CNC(=O)OC(C)(C)C)cc3)ncn21	-19.1%	.	?	.	0.5%	.	?	?	0.1%
O=C(c1cccc(Cl)c1)C1CCCN(Cc2cccc3cnccc23)C1 (centres undefined)	-21.1%	7.7%	?	?	-15.4%	?	?	i	2.9%
CC(=O)N1Cc2cnnn2-c2ccccc2C1C#N (centres undefined)	10.5%	-4.9%	-3.9%	0.7%	6.3%	0.9%	12.3%	i	-0.7%
C=CCN1C(=O)/C(=C/c2ccc3c(c2)CCCN3CCC)C(=O)NC1=S	-0.9%	-1.1%	-0.7%	?	-3.4%	-12.2%	-30.7%	i	0.0%
CCCN1CCc2cc(O)cc3c2[C@H]1Cc1ccc(O)c(O)c1-3	-62.7%&-8.1%	-6.3%	?	70.6%	9.3%	0.4%	-32.0%	?	11.0%
CC(C)C1CN1CC(O)Cn1ccnc1[N+](=O)[O-] (centres undefined)	-2.0%	.	-6.3%	.	0.5%	.	4.0%	i	3.4%

# Grouped by structure: the entries above with four or more nitrogen atoms
SMILES	HepG2 viability	A549 tox	TGFb SMAD3 inh	MCF10A rerep	EPAC2 antagonist	Nrf2 block	ATXN2 expr inh	S2 tox	Nrf2 activator
C[C@@H]1CN([C@@H](C)CO)C(=O)c2c(c3ccccc3n2C)-c2ccccc2CO[C@H]1CN(C)S(=O)(=O)c1ccc(C#N)cc1	-16.8%	.	?	.	-0.4%	.	-3.6%	i	-0.3%
COc1ccc(CN2Cc3cnnn3-c3ccccc3C2C)cc1 (centres undefined)	-17.9%	1.0%	1.5%	?	-14.9%	-2.0%	-13.8%	?	0.1%
N#Cc1cc2c(nc1SCC(=O)Nc1ccc(OC(F)(F)F)cc1)C1CCN2CC1	-23.2%	5.5%	-3.5%	.	.	.	?	i	-0.7%
C[C@@H]1CNC(=O)c2c(C(=O)Nc3ccc(CNC(=O)OC(C)(C)C)cc3)ncn21	-19.1%	.	?	.	0.5%	.	?	?	0.1%
CC(=O)N1Cc2cnnn2-c2ccccc2C1C#N (centres undefined)	10.5%	-4.9%	-3.9%	0.7%	6.3%	0.9%	12.3%	i	-0.7%
CC(C)C1CN1CC(O)Cn1ccnc1[N+](=O)[O-] (centres undefined)	-2.0%	.	-6.3%	.	0.5%	.	4.0%	i	3.4%

# A stretch taken from the entries so far, for reference:
SMILES	HepG2 viability	A549 tox	TGFb SMAD3 inh	MCF10A rerep	EPAC2 antagonist	Nrf2 block	ATXN2 expr inh	S2 tox	Nrf2 activator
CCCN1CCc2cc(O)cc3c2[C@H]1Cc1ccc(O)c(O)c1-3	-62.7%&-8.1%	-6.3%	?	70.6%	9.3%	0.4%	-32.0%	?	11.0%
CC(C)C1CN1CC(O)Cn1ccnc1[N+](=O)[O-] (centres undefined)	-2.0%	.	-6.3%	.	0.5%	.	4.0%	i	3.4%

# Assay outcomes deposited in PubChem BioAssay by National Center for Advancing Translational Sciences (NCATS).
